# TRPC6 activator = mouse TRPC6 channel activators, primary screen, cell-based, HEK293, membrane potential dye; B-score at 10 µM; actives 0.13% (n = 310,000); Short transient receptor potential channel 6 (Mus musculus), Q61143; HEK293-TRPC6 membrane potential dye fluorescence; stronger effect = higher value;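 active = B-score of the integrated fluorescence ratio above library mean plus 3 SD, and starting fluorescence ratio within library mean plus 5 SD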;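 note: higher score means more depolarization so channel activation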
# Target sequence (Q61143 whole entry, looked up): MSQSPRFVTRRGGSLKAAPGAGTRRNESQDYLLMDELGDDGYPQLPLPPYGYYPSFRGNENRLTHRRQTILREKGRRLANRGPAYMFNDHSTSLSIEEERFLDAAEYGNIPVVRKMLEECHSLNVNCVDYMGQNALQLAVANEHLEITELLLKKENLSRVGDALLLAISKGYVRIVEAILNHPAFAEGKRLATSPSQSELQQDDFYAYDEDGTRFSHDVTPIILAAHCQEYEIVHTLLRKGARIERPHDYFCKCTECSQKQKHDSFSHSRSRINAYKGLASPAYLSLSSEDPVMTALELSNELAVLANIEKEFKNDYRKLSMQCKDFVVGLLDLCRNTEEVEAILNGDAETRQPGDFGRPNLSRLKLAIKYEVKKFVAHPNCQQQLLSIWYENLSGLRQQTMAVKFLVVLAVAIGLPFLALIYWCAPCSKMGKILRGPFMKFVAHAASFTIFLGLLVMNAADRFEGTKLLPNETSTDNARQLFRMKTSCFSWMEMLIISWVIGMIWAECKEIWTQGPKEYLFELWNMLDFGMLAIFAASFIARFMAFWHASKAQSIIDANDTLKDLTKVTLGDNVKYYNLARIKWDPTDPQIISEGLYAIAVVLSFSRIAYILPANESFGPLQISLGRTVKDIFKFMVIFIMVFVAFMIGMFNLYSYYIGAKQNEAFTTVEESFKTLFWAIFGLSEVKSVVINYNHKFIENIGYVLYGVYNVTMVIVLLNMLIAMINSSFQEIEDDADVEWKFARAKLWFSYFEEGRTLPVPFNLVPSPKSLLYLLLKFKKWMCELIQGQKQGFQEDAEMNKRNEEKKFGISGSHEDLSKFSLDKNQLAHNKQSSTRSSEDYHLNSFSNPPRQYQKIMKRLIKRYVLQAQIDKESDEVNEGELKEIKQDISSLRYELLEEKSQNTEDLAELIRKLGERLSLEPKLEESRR
# MrgX1 antagonist = antagonists of human MrgX1 receptor, primary screen, HEK293 cells, Fluo-4 calcium flux. Mas-related G-protein coupled receptor member X1 (Homo sapiens), Q96LB2. BAM8-22 antagonism; stronger effect = lower value. AID 588676, 2011. B-score at 10 µM. actives 1.3% (n = 310,000);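 active = calcium-response B-score plate-corrected more than 3 library SD below zero, starting fluorescence within 5 deviations, no agonist response on first addition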;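 note: peak minus trough fluorescence over baseline after final BAM8-22 challenge near maximal dose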
# TMEM16A inh = TMEM16A chloride channel inhibitors, primary screen, cell-based, HTS; AID 588511, 2011; actives 1.2% (n = 310,000); HEK293 TMEM16A/YFP iodide influx fluorescence, ionomycin; normalized B-score (activity score, 25-100; higher = stronger inhibition) at 10 µM;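 active = ratio plate-corrected score three or more library SD toward inhibition, starting fluorescence score within five deviations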;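 note: score derived from kinetic fluorescence span divided by baseline fluorescence per well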
# MrgX1 allo act = positive allosteric modulators of MrgX1, primary screen, HEK293 cells, Fluo-4 calcium flux; FDSS; stronger effect = higher value; B-score at 10 µM; actives 0.63% (n = 310,000); AID 588675, 2011;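 active = plate-corrected calcium response at least 3 library SD above typical, normal starting fluorescence, not activating the receptor alone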;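 note: compound read alongside a low EC10 to EC30 dose of BAM8-22 agonist; peak minus trough fluorescence over baseline measured at the second addition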
# TRPC4 agonist = activators of mouse TRPC4 channel, primary screen, Fluo4 calcium, HEK293 TRPC4beta/mu-opioid cells | actives 0.49% (n = 310,000) | Fluo4 calcium fluorescence; stronger effect = higher value | B-score at 10 µM;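 active = B-score above 5 SD of library B-scores, and initial fluorescence ratio not above library mean plus 5 SD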;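 note: positive B-score marks a calcium rise read as TRPC4 activation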
#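 Material: TRPC4beta and mu-opioid receptor HEK293 stable cells | Incubation: 45 min room-temperature Fluo4 loading, 110 s read | Detection: Kinetic Fluo4 calcium fluorescence | Measure: Integrated baseline-normalised fluorescence ratio, converted to per-well B score | Benchmarks: Low control buffer alone, high control maximal DAMGO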
# TRPC4 block = inhibitors of mouse TRPC4 channel, primary screen, Fluo4 calcium, HEK293 TRPC4beta/mu-opioid cells. Short transient receptor potential channel 4 (Mus musculus), Q9QUQ5. DAMGO-evoked Fluo4 calcium flux; stronger effect = lower value. B-score at 10 µM. actives 0.39% (n = 300,000). AID 2247, 2010;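 active = B-score over 3 SD under the library average, no early fluorescence shift, positive overall ratio signal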
#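 Assay system – HEK293 line stably carrying TRPC4beta and mu-opioid receptor · Doses – single dose · Detection – Fluo4 calcium-dye fluorescence, kinetic read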
# TRPC6 inh = mouse TRPC6 channel inhibitors, primary screen, cell-based, HEK293, membrane potential dye; Short transient receptor potential channel 6 (Mus musculus), Q61143; ACh-evoked depolarization; stronger effect = lower value; B-score at 10 µM; actives 1.1% (n = 310,000);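 active = B-score under library mean minus 3 SD, initial fluorescence not abnormally high, positive integrated signal ratio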;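 note: B-score derived from integrated fluorescence ratio over the kinetic read; more negative B-score means stronger inhibition of depolarization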
# MrgX1 ag = agonists of human MrgX1 receptor, primary screen, HEK293 cells, Fluo-4 calcium flux; Mas-related G-protein coupled receptor member X1 (Homo sapiens), Q96LB2; Fluo-4 calcium fluorescence, agonist mode; stronger effect = higher value; B-score at 10 µM; actives 0.44% (n = 310,000); AID 588627, 2011;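 active = calcium response B-score plate-corrected fluorescence ratio at least 3 library SD, with starting fluorescence B-score inside 5 SD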
#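 Material: MrgX1-expressing HEK293 cells; input: 15,000 cells per well; doses: test compound given as first of three sequential additions; schedule: overnight plating before 1 h dye loading; technique: Fluo-4 NW calcium-flux fluorescence, kinetic read; evaluation: baseline-normalised fluorescence change ratio, B-scored; control set: plate-wise positive and negative controls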
# TRPC4 PAM = positive allosteric modulators of TRPC4, primary screen, cell-based, mouse TRPC4beta, HEK293 mu-opioid, Fluo-4 calcium. DAMGO EC20, Fluo-4 Ca2+ flux; stronger effect = higher value. B-score at 10 µM. actives 0.42% (n = 310,000);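 active = B-score of calcium response area above 5 SD of library B-scores, with initial fluorescence ratio within 5 SD of library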;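 note: B-score of integrated fluorescence ratio over time as area under calcium response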
# SKKanGAS inh = S. pyogenes SKKanGAS growth inhibitors in kanamycin, primary screen, streptokinase expression inhibitor project, SKKanGAS strain, BacTiter-Glo luminescence | 6 h | inhibition, % at 7.5 µM | actives 1.3% (n = 300,000) | AID 1662, 2009;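 active = mean replicate score, as percent of positive control median, at least 50; inconclusive = mean below 50 but one replicate at or above 50; inactive = mean and every replicate below 50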;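 note: strain carries kanamycin resistance gene driven by streptokinase promoter and grows in 40 µg/ml kanamycin; loss of luminescence reflects streptokinase promoter inhibition or plain growth inhibition; 0% = median of DMSO wells and 100% = positive control at its reference dose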
# TMEM16A act = TMEM16A chloride channel activators or potentiators, primary screen, cell-based, HTS; B-score at 10 µM; HEK293 TMEM16A/YFP-H148Q/I152L, iodide quench fluorescence; stronger effect = lower value; AID 623877, 2012; actives 0.3% (n = 340,000);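 active = fluorescence-ratio B-score plate-corrected deviation score at least 3 library SD below zero, with starting fluorescence score within 5 deviations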;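 note: channel opened by trigger with iodide after compound preincubation; score built on the fluorescence ratio of max minus min over baseline; more negative score means more quench and so TMEM16A activation or potentiation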
# Numbers without * were called inactive; i = inactive; u = inconclusive; x = not tested or not shown.
SMILES,TRPC6 activator,MrgX1 antagonist,TMEM16A inh,MrgX1 allo act,TRPC4 agonist,TRPC4 block,TRPC6 inh,MrgX1 ag,TRPC4 PAM,SKKanGAS inh,TMEM16A act
c1csc(-c2ccc3ccccc3n2)c1,i,i,i,i,i,i,i,i,i,1,i
O=C(OCC(=O)N1CCCC1=O)c1ccc(O)cc1O,i,i,i,i,i,i,i,i,i,4,i
CCOC(=O)c1c(S(=O)(=O)NCc2ccc(OC)cc2)c(C)n(C)c1C,i,i,i,i,i,i,i,i,i,-1,i
Cc1nccn1CCCNC(=O)CC1C(=O)NCCN1Cc1ccc(F)cc1Cl (stereo unspecified),i,i,i,i,i,i,i,i,i,-11,i
COc1ccc(C(=O)CC(=O)C(=O)Nc2cc(Cl)c(OC)cc2OC)cc1,i,i,i,i,i,i,i,i,i,9,i
CCCCn1c(C)cc2cc(O)ccc21,i,i,i,i,i,i,i,i,i,x,i
CN(C)S(=O)(=O)N1CCCC(C(=O)c2ccc(-c3ccccc3)cc2)C1 (stereo unspecified),i,i,i,i,i,i,i,i,i,2,i
Oc1ccc(/C=N/Nc2nccnc2Cl)c(O)c1,i,i,i,i,i,i,i,i,i,10,i
CCn1cc(C(=O)NCCCN(CC(C)C)CC(C)C)c(=O)c2cc(S(=O)(=O)N(C)C3CCCCC3)ccc21,i,i,i,i,i,i,i,i,i,-2,-13*
O=C(NNC(=O)c1cc(Br)c(Br)s1)c1csc(N2CCOCC2)n1,i,i,i,i,i,i,i,i,i,-6,i
CCCCC(=O)Nc1nnc(S(=O)(=O)N2CCCc3ccccc32)s1,i,i,i,i,i,i,i,i,i,3,i
O=C(O)CCSCCCN1C(=O)c2cccc3cccc(c23)C1=O,i,i,i,i,i,i,i,i,i,-9,i
CC(C)=CCCC(C)CN1CCC(n2nccc2NC(=O)C2CCCC2)CC1 (stereo unspecified),i,i,i,i,i,-5*,i,i,i,48,i
O=C(Nc1ccc(-c2nc3cccnc3s2)cc1)c1cccnc1Cl,i,i,i,i,i,i,i,i,i,8,i
CCOC(=O)CC1C(=O)NCCN1C(=O)COc1ccc(C(C)(C)C)cc1 (stereo unspecified),i,i,i,i,i,i,i,i,i,0,i
COc1cc(NS(=O)(=O)c2ccc(NC(=O)c3ccc(F)cc3)cc2)ncn1,i,i,i,i,i,i,i,i,i,2,i
Cc1ccc(S(=O)(=O)NC(N)=NCCc2ccccc2)cc1C,i,i,i,i,i,i,i,i,i,-2,i
N/C(=N\N=C/c1ccc(Br)cc1)N/N=C\c1ccc(Br)cc1,i,i,i,i,i,i,i,i,i,u,i
COC(=O)CNC(=O)c1ccc(NS(=O)(=O)c2cc([N+](=O)[O-])ccc2Cl)cc1,i,i,i,i,i,i,i,i,i,-10,i
O=C(COC(=O)/C=C/c1ccccc1)Nc1cccnc1Cl,i,i,i,i,i,i,i,i,i,-4,i
CCOc1ccc(C(=O)C2CCN(CC(=O)Nc3ccccc3N3CCOCC3)CC2)cc1,i,i,i,i,i,i,i,i,i,0,i
O=S(=O)(c1ccccc1)N1CCN(C(=S)Nc2ccc(Br)cc2)CC1,i,i,i,i,i,i,i,i,i,x,i
CC(C)CNC(=O)Cn1nc(C(F)(F)F)c2c1CCCC2,i,i,i,i,i,i,i,i,i,-1,i
Cn1ccnc1SCC(=O)Nc1cc(C(F)(F)F)ccc1N1CCOCC1,i,i,i,i,i,i,i,i,i,-2,i
O=C(NC1CCCC1)c1cc(-c2ccccc2Cl)on1,i,i,i,i,i,i,i,i,i,7,i
Cc1cc(Oc2ccc(=O)n(C)n2)nc(Oc2ccc(=O)[nH]n2)n1,i,i,i,i,i,i,i,i,i,-15,i
COc1ccc(S(=O)(=O)N2CCCC2C(=O)NCC(=O)Nc2cccc(Cl)c2C)cc1 (stereo unspecified),i,i,i,i,i,i,i,i,i,5,i
Cn1nnc(NC(=O)C(c2ccccc2)c2ccccc2)n1,i,i,i,i,i,i,i,i,i,-7,i
O=S(=O)(Nc1nc(CN2CCOCC2)nc2sc3c(c12)CCCC3)c1cc(F)ccc1F,i,i,i,i,i,i,i,i,i,14,i
CS(=O)(=O)c1ccccc1C(=O)N(CCC1=CCCCC1)c1c(N)n(Cc2ccccc2)c(=O)[nH]c1=O,i,i,i,i,i,i,i,i,i,30,i
Cc1c(C(=O)NCCCN2CCCC2=O)oc2ccccc12,i,i,i,i,i,i,i,i,i,x,i
O=C(Nc1ccon1)c1ccc(Cl)c(S(=O)(=O)N2CCCCC2)c1,i,i,i,i,i,i,i,i,i,-1,i
CCCCCCCCCCS(=O)(=O)N/N=C/c1ccc([N+](=O)[O-])cc1,i,i,100*,i,i,i,i,i,i,14,i
CCOC(=O)C1CCCN(CCc2ccccc2)C1 (stereo unspecified),i,i,i,i,i,i,i,i,i,4,i
COCC(C)NC(=O)c1ccccc1[N+](=O)[O-] (stereo unspecified),i,i,i,i,i,i,i,i,i,-2,i
CCCCc1c(C)c(C#N)c2nc3ccccc3n2c1Nc1c(C)n(C)n(-c2ccccc2)c1=O,i,i,i,i,i,i,i,i,i,6,i
COCCCNC(=S)N(CCO)Cc1cc2cc3c(cc2[nH]c1=O)OCO3,i,i,i,i,i,i,i,i,i,-3,i
CC(C)CNS(=O)(=O)c1ccc(CC(C)C)cc1,i,i,i,i,i,i,i,i,i,-2,i
CCn1c(=NC(=O)CSC(C)=O)sc2ccccc21,i,i,i,i,i,i,i,i,i,4,i
O=C1C(=O)N(CCN2CCOCC2)C(c2ccc(F)cc2)/C1=C(/O)c1ccc(S(=O)(=O)N2CCOCC2)cc1 (stereo unspecified),i,i,i,i,i,i,i,i,i,2,i
COC(=O)Nc1sc2c(c1C(=O)NCc1ccco1)CCCC2,i,i,i,i,i,i,i,i,i,-4,i
COc1ccc(F)cc1C(=O)C1CCCN(Cc2cccn2-c2ccccn2)C1 (stereo unspecified),i,i,i,i,i,i,i,i,i,x,i
Nn1c(SCC(=O)Nc2ccccc2)nnc(Cc2ccccc2)c1=O,i,i,i,i,i,i,i,i,i,-4,i
CN(Cc1nc(-c2cccnc2)no1)S(=O)(=O)c1ccc2ccccc2c1,i,i,i,i,i,i,i,i,i,12,i
CCOC(=O)Cc1csc(NS(=O)(=O)c2ccc(NC(C)=O)cc2)n1,i,i,i,i,i,i,i,i,i,0,i
CC(=O)c1ccc(NC(=O)c2noc3c2CCCCC3)cc1,i,i,i,i,i,i,i,i,i,2,i
Cc1ccc(Cn2nc(C)cc2C(=O)Nc2ccccc2Cl)cc1,i,i,i,i,i,i,i,i,i,2,i
COc1cccc(CNC(=O)CCNS(=O)(=O)c2ccc3c(c2)CC(C)N3C(C)=O)c1 (stereo unspecified),i,i,i,i,i,i,i,i,i,-4,i
Cc1cccc2sc(N(CCCN(C)C)C(=O)c3ccc(S(=O)(=O)N4CCc5ccccc5C4)cc3)nc12,i,i,i,i,i,i,i,i,i,12,i
Cc1c(CCC(=O)O)c(=O)oc2cc3occ(C(C)(C)C)c3cc12,i,i,i,i,i,i,i,i,i,2,i
O=C(Cn1ccc(C(F)(F)F)n1)Nc1ccc(S(=O)(=O)NCc2ccco2)cc1,i,i,i,i,i,i,i,i,i,-7,i
CCSCCOC(=O)C1=C(C)NC(=O)NC1c1cc(OC)ccc1OC (stereo unspecified),i,i,i,i,i,i,i,i,i,-2,i
CCCc1nc2ccccc2n1CC(O)COc1ccc(NC(C)=O)cc1 (stereo unspecified),i,i,i,i,i,i,i,i,i,-7,i
CCn1c(=O)c(C(=O)NNC(=O)c2ccccc2)c(O)c2ccccc21,i,i,i,i,i,i,i,30*,i,53*,i
O=C(Cn1nnc2ccccc21)N/N=C\C=C\c1ccccc1,i,i,i,i,i,i,i,i,i,-4,i
CC(C)c1ccccc1NC(=O)COC(=O)Cc1ccsc1,i,i,i,i,i,i,i,i,i,2,i
O=C(CN1C(=O)c2ccccc2C1=O)c1ccc(F)cc1,i,i,i,i,i,i,i,i,i,-1,i
CN(Cc1ccccc1)C(=O)CCC1CCN(S(=O)(=O)N(C)C)CC1,i,i,i,i,i,i,i,i,i,11,i
Cc1cc2c(s1)CCCCC(=O)N2,i,i,i,i,i,i,i,i,i,-12,i
CCC(C(=O)NC1CCCCC1)n1c(SCc2ccc(F)cc2)nc2ccncc21 (stereo unspecified),i,i,i,i,i,i,i,i,i,-3,i

# Whole records as entered above. Screens in order: TRPC6 activator	MrgX1 antagonist	TMEM16A inh	MrgX1 allo act	TRPC4 agonist	TRPC4 block	TRPC6 inh	MrgX1 ag	TRPC4 PAM	SKKanGAS inh	TMEM16A act
# c1csc(-c2ccc3ccccc3n2)c1 reads i	i	i	i	i	i	i	i	i	1	i
# CCC(C(=O)NC1CCCCC1)n1c(SCc2ccc(F)cc2)nc2ccncc21 (stereo unspecified) reads i	i	i	i	i	i	i	i	i	-3	i

# Continuation:
SMILES,TRPC6 activator,MrgX1 antagonist,TMEM16A inh,MrgX1 allo act,TRPC4 agonist,TRPC4 block,TRPC6 inh,MrgX1 ag,TRPC4 PAM,SKKanGAS inh,TMEM16A act
CCCCC(=O)Nc1ncc2c(n1)CC(C)(C)CC2=O,i,i,i,i,i,i,i,i,i,6,i
CCCCN(C(=O)c1ccc(C)c(S(=O)(=O)N2CCOCC2)c1)c1c(N)n(CC(C)C)c(=O)[nH]c1=O,i,i,i,i,i,i,i,i,i,21,i
Oc1ccccc1CN1CCN(C(O)(c2ccccc2)c2ccccc2)CC1,i,i,i,i,i,i,i,i,i,1,i
COc1cccc(CN2C(=O)c3ccccc3C2C(=O)NCC2CCCO2)c1 (stereo unspecified),i,i,i,i,i,i,i,i,i,6,i
